# Anesthetic bind: candidate novel general anesthetic via apoferritin binding; P02791; apoferritin/1-aminoanthracene competitive binding, fluorescence; Potency, µM (top dose mostly 77.5 µM), for inactives: at the highest dose activity change, negative = displacement, hits mostly inhibitors; actives 0.074% (n = 350,000); further: potency means the concentration at half of the fitted maximal effect; on the % scale 0 is the no-effect control and ±100 the full control effect; nearly all actives have a fitted effect of over 20% in size
#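 Read-out: endpoint 1-AMA fluorescence, excitation 380 nm and emission 535 nm, after compounds sit 10 min at room temperature with 10 uM horse-spleen apoferritin in 50% saturated 1-AMA/PBS. Values come from four-parameter Hill fits.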
# 12-LOX inh: blocks human arachidonate 12S-lipoxygenase; actives 1.1% (n = 580,000); purified 12hLO, xylenol orange hydroperoxide absorbance; Potency, µM (titrated, usually from 108 µM), inactives show top-dose activity change, negative = inhibition, usual class: inhibitors; P18054; further: potency means the concentration at half of the fitted maximal effect; on the % scale 0 is the no-effect control and ±100 the full control effect
#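 Hydroperoxide product was detected by ferrous iron/xylenol orange as the 573 to 405 nm absorbance ratio. Arachidonic acid at 40 uM (final) was turned over for 30 min at room temperature by 150 nM human 12hLO, pH 7.0 Hepes buffer, after 15 min compound preincubation.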
# Pol beta inh: inhibitors of human DNA polymerase beta; AID 485314; actives 1.3% (n = 340,000); Potency, µM (titrated, usually from 114 µM), for the others: top-dose activity change, negative = inhibition, most hits filed as inhibitors; Pol beta primer extension/strand displacement, fluorescence kinetic; further: potency means the concentration at half of the fitted maximal effect; on the % scale 0 is the no-effect control and ±100 the full control effect
#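 Homogeneous kinetic assay of primer extension and strand displacement by 10 nM Pol beta, preincubated 15 min at room temperature with compound before 50 nM substrate (final) was added. Read at 0 and 10 min; four-parameter Hill fit.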
# TRHR agonist: activates the human TRH receptor | activation, % at 2 µM | P34981 | actives 0.18% (n = 360,000) | TRHR cells, calcium flux fluo-8, FDSS agonist mode; in the data active means activation above about 30%; further: 0% is about no effect
#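 TRHR-expressing cells loaded with fluo-8 calcium dye; 23 nL library compound pin-transferred, kinetic FDSS fluorescence (Ex 480/Em 530) recorded about 180 s for agonist-induced calcium release, before a 10 nM TRH EC20 addition for potentiator mode.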
# ERG-DNA inh: inhibitors of human ERG Ets domain-DNA interaction; P11308; Potency, µM (highest dose often 76.9 µM), inactives show top-dose FP activity, negative = inhibition, most hits filed as inhibitors; fluorescence polarization, His-ERG Ets domain / labelled DNA; AID 624246; actives 0.028% (n = 370,000); active means well fitted inhibition curve with a large enough effect in the polarisation, with a control signal flat; inconclusive means small, poorly fitted or top-dose-only effect, or effect the other way, or a change in a side signal; inactive means no such curve, though single readings can be large or run the other way; the % refers to the polarisation;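 further: polarization taken with two DNA probes labelled with fluorescein and Texas red; potency means the concentration at half of the fitted maximal effect; % of control where 0% means no effect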
#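 His-tagged ERG Ets domain (1 uM in the protein solution; 300mM KCl, 50mM Tris-HCl, 1mM EDTA, 1mM DTT, pH 7.5) received compound, then a probe mix of 5 nM fluorescein-DNA and 100nM Texas-615-DNA. Fluorescence polarization was read for both dyes.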
# APEX1 inh: blocks human APE1 abasic DNA cleavage; P27695; AID 2517; Potency, µM (doses to about 65.8 µM), for the others: at the top dose activity change, negative = inhibition, hits mostly inhibitors; recombinant APE1, TAMRA/BHQ-2 abasic DNA cleavage fluorescence; actives 0.35% (n = 350,000);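 further: potency means the concentration at half of the fitted maximal effect; plate controls were vehicle for no effect and reference inhibitor for full effect; nearly all actives have a fitted effect of over 55% in size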
#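 Quantitative HTS: incision of a TAMRA/BHQ-2 double-stranded substrate bearing a tetrahydrofuran abasic site by 0.75 nM APE1 raises fluorescence. Substrate 50 nM final, added after 15 min compound preincubation at room temperature; progress as third-minus-first kinetic read difference.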
# BLM helicase inh: Bloom syndrome helicase (human) inhibition. P54132. recombinant BLM DNA unwinding, fluorescence dequenching. Potency, µM (highest dose often 56.1 µM), for inactives: at the top dose activity change, negative = inhibition, hits mostly inhibitors. actives 0.2% (n = 350,000);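 further: potency means the concentration at half of the fitted maximal effect; plate controls were vehicle for no effect and no enzyme for full effect; nearly all actives have a fitted effect of over 35% in size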
# Target sequence (P54132 whole entry, looked up): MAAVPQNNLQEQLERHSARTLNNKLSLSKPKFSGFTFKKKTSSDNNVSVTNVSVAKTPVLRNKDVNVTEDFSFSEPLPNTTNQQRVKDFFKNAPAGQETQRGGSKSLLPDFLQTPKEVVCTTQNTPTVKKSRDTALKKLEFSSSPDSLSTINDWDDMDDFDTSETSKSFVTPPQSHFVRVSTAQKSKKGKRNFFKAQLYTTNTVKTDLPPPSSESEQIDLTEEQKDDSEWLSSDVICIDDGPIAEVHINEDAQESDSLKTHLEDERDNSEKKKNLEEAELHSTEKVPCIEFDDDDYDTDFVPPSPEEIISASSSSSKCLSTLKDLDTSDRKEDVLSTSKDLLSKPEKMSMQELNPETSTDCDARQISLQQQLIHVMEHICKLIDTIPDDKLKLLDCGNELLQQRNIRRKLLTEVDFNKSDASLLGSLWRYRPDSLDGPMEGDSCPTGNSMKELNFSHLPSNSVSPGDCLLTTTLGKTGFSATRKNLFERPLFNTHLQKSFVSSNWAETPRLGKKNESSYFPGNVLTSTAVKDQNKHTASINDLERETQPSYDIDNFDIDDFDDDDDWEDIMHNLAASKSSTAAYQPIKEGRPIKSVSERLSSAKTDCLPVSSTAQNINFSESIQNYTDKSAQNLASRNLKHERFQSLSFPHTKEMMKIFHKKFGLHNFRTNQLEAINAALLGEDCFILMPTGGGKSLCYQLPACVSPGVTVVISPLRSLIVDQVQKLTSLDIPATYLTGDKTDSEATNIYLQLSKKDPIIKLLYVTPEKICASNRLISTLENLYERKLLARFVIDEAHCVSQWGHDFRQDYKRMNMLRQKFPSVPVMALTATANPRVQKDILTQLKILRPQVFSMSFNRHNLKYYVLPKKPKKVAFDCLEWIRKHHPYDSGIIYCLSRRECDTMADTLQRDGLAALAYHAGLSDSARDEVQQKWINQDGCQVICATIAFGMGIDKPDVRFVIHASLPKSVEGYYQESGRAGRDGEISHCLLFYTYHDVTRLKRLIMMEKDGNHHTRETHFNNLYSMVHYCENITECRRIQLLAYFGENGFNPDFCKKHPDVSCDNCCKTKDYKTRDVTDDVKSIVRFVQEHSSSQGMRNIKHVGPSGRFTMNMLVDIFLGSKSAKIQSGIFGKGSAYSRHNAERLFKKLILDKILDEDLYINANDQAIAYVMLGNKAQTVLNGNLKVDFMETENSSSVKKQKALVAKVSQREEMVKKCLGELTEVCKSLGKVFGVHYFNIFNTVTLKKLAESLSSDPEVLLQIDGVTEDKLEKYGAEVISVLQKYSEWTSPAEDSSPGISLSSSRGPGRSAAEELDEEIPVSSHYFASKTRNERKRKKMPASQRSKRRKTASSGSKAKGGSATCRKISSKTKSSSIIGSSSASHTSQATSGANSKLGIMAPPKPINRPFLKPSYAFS
# POLK inh: inhibitors of human DNA polymerase kappa; actives 0.53% (n = 400,000); purified Pol kappa, fluorescent DNA synthesis assay, 10 min; Q9UBT6; Potency, µM (highest dose often 107 µM), without a hit: at the highest dose activity, negative = inhibition, hits mostly inhibitors; further: potency means the concentration at half of the fitted maximal effect; on the % scale 0 is the no-effect control and ±100 the full control effect
#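 10 nM Pol kappa was preincubated with compounds for 15 min at room temperature. Reaction started with 50 nM (final) substrate. Fluorescence read kinetically at 0 and 10 min.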
# Pol iota inh: blocks human DNA polymerase iota activity; Q9UNA4; Pol iota fluorescent replication assay, 10 min; Potency, µM (series often up to 115 µM), for inactives: at the highest dose activity, negative = inhibition, hits mostly inhibitors; actives 1% (n = 390,000); AID 588590; further: potency means the concentration at half of the fitted maximal effect
#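 Fluorescent replication assay read twice, at 0 min and 10 min after adding 50 nM (final) substrate. Enzyme (10 nM) and compounds were first incubated 15 min at room temperature; enzyme-free buffer wells were negative controls.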
# * hit, by the source's call; ? = inconclusive; . = no result given; & = joins results of further samples; [ ] = dose if it differs, or a comment. Unless noted, the call rests on the fitted dose curve; in most records, active means well fitted curve in the direction sought with a large enough effect; inconclusive means small, poorly fitted or top-dose-only effect, or another doubt; inactive means no such curve, though single readings can be large; an effect the other way counts as inactive or inconclusive.
Anesthetic bind | 12-LOX inh | Pol beta inh | TRHR agonist | ERG-DNA inh | APEX1 inh | BLM helicase inh | POLK inh | Pol iota inh | Structure
-9% | 0% | 37% | -0.1 | -8% | -10% | -2% | -4% | 18% | CCc1nnc(SCC(=O)N2CCCC(N3CCN(c4ccccc4C)CC3)C2)o1 (stereo not given)
-11% | 0% | -6% | 0.4 | -1% | -3% | 0% | -10% | 89%[activator] | Cc1c(C(=O)C(=O)NCc2ccco2)c2ccccc2n1C
. | 18% | . | . | -16% | . | . | 5% | 12% | COC(=O)C1CC2=C(CCCC2=O)N(Cc2ccccc2)C1=O (stereo not given)
-4% | 8% | 14% | 0.1 | -3% | -4% | -4% | -15% | 2% | O=C(COc1nc2ccccc2nc1N1CCOCC1)Nc1cccc(S(=O)(=O)N2CCCCC2)c1
4% | 0% | 1% | -0.2 | 1% | 56% | -4% | 6% | 34%[activator] | COc1ccc(NC(=O)c2cn(C)c(=O)c3cc(OC)c(OC)cc23)c(OC)c1
-14% | 440%[activator] | -1% | 0.3 | 3% | -9% | -2% | 0% | 21% | Cc1ccc(OCC(=O)N/N=C/c2cccnc2)cc1
-5% | ? | -1% | -0.2 | -13% | 5% | -3% | -11% | 14% | COc1cc(CN2CCN(Cc3ccc(C(F)(F)F)cc3)CC2)cc(OC)c1OC
-3% | -7% | -9% | 0.2 | -6% | . | 0% | ? | ? | CCOC(=O)C1CCN(C(=O)c2ccc3c(c2)sc2nc(-c4ccc(OCC)cc4)cn23)CC1
-7% | 10% | 28% | 1.2 | -10% | 3% | -4% | 17% | 19% | CSc1ccccc1C(=O)N1CCN(c2ncccn2)CC1
? | 40µM* | -26% | 1.6 | -2% | -5% | -10% | 4% | 23% | Oc1ccc(Cl)cc1CNc1cnc2ccccc2c1
-5% | 40µM* | -1% | 0.2 | 10% | -3% | -2% | -9% | -25% | COc1ccc(-c2nn(-c3ccccc3)cc2/C=C\C(=O)Nc2ccc(C(=O)O)cc2)cc1
-9% | ? | ? | -0.5 | 12% | 6% | -5% | -2% | 41%[activator] | Cc1ccc(C)c(C(=O)COC(=O)CNS(=O)(=O)c2ccccc2)c1
-16% | 0% | 0% | 0.1 | -6% | 4% | -3% | -4% | -12% | CC(C)(CN1CCCCC1)NS(=O)(=O)c1ccc(Cl)cc1
-10% | 0% | -10% | 1.6 | 10% | -2% | -5% | 6% | 17% | Cc1noc(C)c1CC(=O)N1CCCC(C(=O)c2ccc(C(C)(C)C)cc2)C1 (stereo not given)
-6% | ? | -13% | 1.1 | 3% | . | -8% | -20%[60.1 µM] | 0% | O=C(Nc1cccc(Cl)c1)c1ccc(F)c(S(=O)(=O)N2CCC3(CC2)OCCO3)c1
-21% | -9% | -20% | 0.3 | -15% | 2% | -3% | -18% | 179%[activator] | FC(F)(F)c1ccc(/C=N/NC(=S)NC2CCCCC2)cc1
8% | ? | 23% | 0.1 | -7% | . | -1% | -7% | 10% | CCOc1ccc(NC(=O)c2c(C)nn(-c3ccc(F)cc3)c2-n2cccc2)cc1
-15% | 0% | 35% | -0.2 | 5% | 6% | -8% | 0% | 12% | COc1cc(/C=C/C(=O)N2CCc3ccccc3C2)cc(OC)c1OC
-3% | -2% | 48% | 0.5 | -17% | 0% | -2% | 9% | 15% | CC(C)CNC(=S)NC1CC2CCCC(C1)N2C1CCCCC1 (stereo not given)
0% | 12% | 1% | 0.2 | -3% | 17% | -4% | -4% | 80%[activator] | CNC(=O)CSc1nc2ccccc2c(=O)n1CCc1ccccc1
11% | -14% | 22% | 0.8 | 5% | . | -2% | 4% | 27% | COc1ccc2c(c1)c1c(c(=O)n(-c3ccc(OC)c(OC)c3)c(=O)n1Cc1ccccc1F)n2C
-24% | -10% | -16% | 0.1 | ? | -4% | -7% | -10% | 2% | Cc1ccc(NC(=O)OCC(F)(F)C(F)F)cc1NC(=O)OCC(F)(F)C(F)F
5% | 9%&15% | 0% | 0.7 | 3% | -1% | -1% | 5% | 16% | Clc1ccccc1N1CCN(c2ncnc3nc[nH]c23)CC1
. | 0% | . | -0.4 | 9% | 21% | . | -5% | 40%[activator] | Cc1ccc(S(=O)(=O)N2CCOCC2)cc1C(=O)OCC(=O)NCc1ccc2c(c1)OCO2
-6% | 0% | 26% | -0.7 | -2% | -2% | 0% | -10% | -6% | O=C(O)c1cc(-c2ccccc2)n(-c2ccccc2)n1
-7% | 7% | 5% | -1.1 | -2% | . | 0% | 2% | 18% | CCOc1ccc(OCC)c(NC(=O)C2CCN(c3nnc(-n4cccc4)s3)CC2)c1
. | -22% | . | . | 14% | . | . | -2% | 15% | Cc1cc(C(=O)Nc2ccon2)ccc1[N+](=O)[O-]
-7% | 2% | 17% | -0.4 | 2% | 17% | 1% | 0% | 12% | CCC(C(=O)NCCN1CCOCC1)n1nc(C)n2c(cc3sccc32)c1=O (stereo not given)
. | 2% | . | . | 12% | . | . | -3% | -3% | O=C1CCC(c2ccccc2)N1c1ccccc1 (stereo not given)
-4% | -7% | -8% | 0.8 | 16% | 2% | -6% | -17% | -10% | CCOc1ccccc1NC(=O)C(OC(=O)c1ccccc1NS(=O)(=O)c1cccs1)c1ccccc1 (stereo not given)
-12% | 1% | 0% | -0.8 | -7% | 1% | -5% | 7% | 15% | O=C(c1cccs1)C1CCCN(Cc2nc(Cc3ccccc3F)no2)C1 (stereo not given)
. | -14% | . | . | -6% | -23% | . | -5% | -16% | C=CC[C@H](CC(=O)N(CCO)Cc1ccccc1)C(=O)N[C@@H](COC(=O)[C@H](CC=C)CC(=O)OC(C)(C)C)Cc1c[nH]c2ccccc12
. | 10% | . | . | -17% | . | . | 8% | 9% | O=C(CC(=O)c1cccs1)c1ccncc1
7% | -5% | 7% | -0.1 | -3% | . | -5% | -4% | -18% | CC(=O)N1c2ccc(S(=O)(=O)N3CCN(c4cc(Cl)ccc4C)CC3)cc2CC1C (stereo not given)
-6% | 0% | 50% | 0.9 | 9% | -1% | 1% | -12% | 14% | O=S(=O)(c1ccccc1)c1cnn2c(C(F)(F)F)cc(-c3ccccc3)nc12
-19% | 477%[activator] | 8% | 0.8 | 2% | -9% | -4% | -9% | -13% | Cc1c(C#N)c2ccccc2n1CC(=O)N1CCc2ccccc2C1
-3% | 16% | 18% | 0.3 | 10% | 17% | 0% | 3% | 10% | O=C(COc1ccc2ccc(=O)oc2c1)NCCCN1CCCC1=O
-8% | -11% | -4% | 2.7 | -4% | -2% | -3% | 0% | -2% | O=C(CCN1C(=O)/C(=C\c2cccs2)SC1=S)Nc1nccs1
. | ? | . | . | -10% | 22% | . | 2% | 8% | C[C@@]12C(=O)N(Cc3ccco3)CC(=O)N1[C@H]1c3ccccc3OC[C@@H]1[C@@H]2c1ccccc1
-14% | -30% | -1% | -0.3 | 1% | . | 0% | -11%[60.1 µM] | 10% | COc1ccc(N2CC(NC(=O)/C=C\c3ccccc3)CC2=O)cc1OC (stereo not given)
-8% | 26% | -1% | -1.1 | -1% | -4% | 0% | -13% | 12% | CCCCn1c(SCC(=O)N2CCOCC2)nnc1-c1cccs1
-13% | -9% | 1% | -0.5 | -8% | -1% | -1% | -10% | -7% | O=c1[nH]c(SCc2cccc(F)c2)nc2c1CCCC2
? | -3% | -20% | -0.4 | 0% | ? | -4% | 2% | 51%[activator] | CCOC(=O)N1CCC(N2C(=O)c3ccccc3C2Nc2ccc(S(=O)(=O)N(CC)CC)cc2)CC1 (stereo not given)
-4% | 0% | 13% | -0.2 | -10% | -12% | -1% | -2% | 51%[activator] | CC1(C)CN(c2cccc(-c3ccnc4ncnn34)c2)C1=O
-18% | 10% | 9% | 0.0 | 0% | -4% | 4% | -5% | 12% | Cc1ccsc1C(=O)OCC(=O)NCCC1=CCCCC1
? | ? | -17% | 1.9 | 0% | ? | -2% | 4% | 79%[activator] | COCCCn1c(=O)/c(=C\c2ccccc2OC(F)F)s/c1=C(/C#N)C(=O)N1CCOCC1
-8% | -19% | 1% | -1.0 | 3% | 1% | -8% | -9% | 5% | Cc1ccc2cc(C#N)c(NCCNC(=O)C3CCC3)nc2c1C
. | ? | . | . | . | -6% | 3% | 2%[60.1 µM] | . | Cc1ccccc1-c1cc(N2CCNCC2)ncn1
. | -21% | . | . | . | -5% | 99%[activator] | -13%[60.1 µM] | . | CN1CCN(c2nc(-c3ccc4c(c3)OCO4)nc3ccccc23)CC1
-8% | -18% | 10% | -2.7 | 1% | . | -7% | -8% | 27% | CCOc1c(CC2C(=O)Nc3ccc(Br)cc32)cccc1OC (stereo not given)
-2% | -1% | 16% | 0.2 | 7% | 7% | 1% | -8% | 20% | O=S(=O)(Nc1ccc(Cl)cn1)c1ccc(F)cc1
-13% | -14% | 6% | 1.7 | 0% | 10% | -6% | -10% | 3% | Cc1ccccc1Cn1c(C(=O)OC(C)C)cc2c1ccn2C
-17% | 0% | ? | 0.0 | -2% | ? | 2% | -12% | ? | O=C(O)CCn1c(C(=O)O)cc2sccc21
-3% | -22% | 31%[activator] | 0.2 | 2% | . | -2% | -10%[60.1 µM] | -4% | Cc1cc(Nc2ccc(F)cc2)nc(-n2nc(C)cc2C)n1
-9% | 22% | 79% | -0.1 | 5% | -3% | 0% | -24% | 19% | Cc1cc(C)n(-c2ccc(S(N)(=O)=O)cc2[N+](=O)[O-])n1

# An excerpt; count on the stated rates, not on these rows.
